# Screening results from PubChem.
# core106 dimerization – inhibitors of HCV core protein dimerization, confirmation, biochemical, TR-FRET, triplicate (AID 2152). inhibition, % at 5 µM. TR-FRET GST-/Flag-core106 dimerization, HTRF; stronger effect = higher value. actives 1% (n = 2,300);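 active = mean inhibition over three replicate wells above the hit threshold derived in the earlier primary screen, cut at about 45% in these data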;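 note: 0% = DMSO wells and 100% = unlabelled core106 competitor control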
#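 Test system – GST- and Flag-tagged HCV core106 peptides, dimerization via antibody TR-FRET · Amount – 17 nM Flag- plus 13.5 nM GST-core106 · Schedule – 4 h incubation, 22.5 °C · Compound dosing – one 5 µM dose, 0.5% DMSO · Detection – TR-FRET, 340 nm excitation, 671/617 nm emission · Reagent – Eu(K)-anti-GST plus XL665-anti-FLAG antibodies · Read-out basis – percent inhibition from emission ratio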
# Starred values were filed as active, the others as inactive. Not all compounds are listed; count on the stated rates, not on these rows.
core106 dimerization,Molecule
1,CCCC(C)NC(=O)c1c2c(nc3ccccc13)CCC2 (stereo not given)
5,Cc1cc(C(=O)Nc2sccc2C#N)c2ccccc2n1
9,O=C1NC(=S)N/C1=C/c1cccn1-c1ccc([N+](=O)[O-])cc1
12,Cc1cccc2cc3c(nc12)SC(=NCC1CCCO1)N(Cc1ccco1)C3 (stereo not given)
2,Nc1c(C(=O)Nc2ccc(S(=O)(=O)N3CCCC3)cc2)sc2nc3ccc(OC(F)(F)F)cc3cc12
8,O=C(CSc1nnc(-c2ccco2)o1)c1ccc[nH]1
-1,CC(=O)c1oc2ccccc2c1NC(=O)COC(=O)c1ccc(-n2nc(C)cc2C)cc1
6,N#CCc1nc2ccc(S(=O)(=O)N3CCOCC3)cc2s1
-10,Cc1cc(/C=C(/C#N)c2nc3ccccc3[nH]2)c(C)n1-c1cccc([N+](=O)[O-])c1
4,Cc1cc(C)c(-c2csc(NC(=O)C3=NN(c4ccccc4)C(=O)CC3)n2)c(C)c1
1,Cc1cc(C)cc(OCc2nc3ncc(Br)cc3[nH]2)c1
-5,Cc1ccc(C)c(C(=O)COC(=O)c2cccc(N3C(=O)c4c(C)nc5ccccc5c4C3=O)c2)c1
1,O=C(CSc1nc2cc(Cl)ccc2s1)NC(=O)NCc1ccco1
-5,O=C(NCc1ccco1)c1ccc(Cn2c(=O)c3ccccc3n(Cc3cccc(F)c3)c2=O)cc1
10,CCC1=C/C(=C\c2ccc3c(c2)OCO3)C(=O)S1
10,N#Cc1ccc(C(=O)Nc2cc(S(=O)(=O)Nc3ccc(Cl)cc3)ccc2N2CCCCC2)cc1
23,Cc1cc(-c2csc(NC(=O)c3cc4ccccc4o3)n2)c(C)n1C
-2,N#Cc1ccsc1NC(=O)COC(=O)CCCSc1nc2ccccc2s1
-5,O=C(Nc1cccc(-c2csc(Nc3ccc(Cl)cc3)n2)c1)c1cc([N+](=O)[O-])cc(C(F)(F)F)c1
6,O=C(N/N=C/c1ccc([N+](=O)[O-])o1)c1cn(-c2ccccc2)nc1-c1ccc(F)cc1
6,O=C(Nc1cccc2cccc(NC(=O)c3ccco3)c12)c1ccco1
-2,CC(C)(C)NC(=O)COC(=O)c1c2c(nc3ccccc13)CCC2
0,Cc1ccc(CN2CC(C(=O)Nc3cccc(S(=O)(=O)N4CCCCC4)c3)CC2=O)cc1 (stereo not given)
-5,CSC1=N/C(=C\C=C\c2cccs2)C(=O)S1
35,COc1ccc(NC(=O)CN(C)C(=O)c2cc3c(s2)CCC3)cc1
-9,CC(C)Cc1nc(N2CCN(C(=O)c3ccco3)CC2)c(C#N)c2c1CCC2
1,CCOc1cccc(=O)c2c(C)n(Cc3ccccc3)c(C)c12
0,Cc1cc(C)c(S(=O)(=O)N2CCOC2CNC(=O)C(=O)NCCc2ccc(S(N)(=O)=O)cc2)c(C)c1 (stereo not given)
17,CNS(=O)(=O)c1cccc(C(=O)OCC(=O)c2ccc(S(=O)(=O)N3CCCCC3)cc2)c1
0,Cn1c(SCC(=O)c2ccc3c(c2)Cc2ccccc2-3)nnc1-c1cccc(N)c1

# Remaining list, next part.
core106 dimerization,Molecule
28,Cc1cc(C(=O)OCC(=O)c2ccc(Br)s2)no1
2,CC(=O)NNc1nc(-c2ccccc2)cs1
2,CSc1nc(N2CCOCC2)c2c3c(sc2n1)CCC3
-2,O=C(CSc1ccc(Cl)cc1)Nc1ccc(N2CCN(C(=O)c3ccc(Cl)cc3)CC2)cc1
-4,COCCNC(=O)Nc1ccc2nc(-c3ccco3)c(-c3ccco3)nc2c1
-1,CN(C)/C=C/C(=O)/C=C/c1cn(-c2ncc(C(F)(F)F)cc2Cl)c2ccccc12
-1,CCCn1c(/C=C/c2ccco2)nc2ccccc21
14,Cc1cc(C)c2nc(-c3ccccn3)cc(C(=O)Nc3ccc(S(=O)(=O)Nc4cc(C)on4)cc3)c2c1
7,O=C(/C=C/c1ccco1)NC(=S)Nc1cccc(-c2nc3ccccc3s2)c1
20,COc1ccc2oc(C(=O)Nc3nc(-c4ccccn4)cs3)c(C)c2c1
7,COc1cccc(OCc2cc(/C=N/NC(=O)c3nc(Cl)c(Cl)c(N)c3Cl)ccc2OC)c1
-1,Cc1ccc(NC(=O)CSc2nnc(-c3ccco3)c(-c3ccco3)n2)cc1
-2,CC(/C=C1\SC(=S)N(NC(=O)c2ccc(C)cc2)C1=O)=C\c1ccccc1
-2,CC(=O)Nc1ccc(N2C(=O)c3ccc(C(=O)Nc4nnc(SCc5ccc(F)cc5)s4)cc3C2=O)cc1
-3,O=C(N/N=C/c1cn(-c2ccccc2)nc1-c1ccc(F)cc1)c1ccc2c(c1)OCO2
-9,CN(c1ccccc1)S(=O)(=O)c1ccc(C(=O)OCC(=O)NCc2ccco2)cc1
-4,N#CC1=C(N)Oc2c(ccc3ccccc23)C1c1ccsc1 (stereo not given)
-11,Cc1ccc(S(=O)(=O)c2nc(-c3cccs3)oc2SCC(N)=O)cc1
-4,COc1ccccc1N1CCN(C(=O)c2cc(-c3ccco3)on2)CC1
-5,Cc1ccc(-c2csc(N3CCC(NS(=O)(=O)c4ccc5c(c4)OCCO5)CC3)n2)cc1
37,S=c1nc(Cc2ccc(Cl)cc2)[nH]c2ccccc12
-14,Cc1cccc(-n2c(-c3ccncc3)n[nH]c2=S)c1C
-1,CCOC(=O)C1=C(CSc2nc(-c3ccncc3)ccc2C#N)OC(N)=C(C#N)C1c1ccc(OC)cc1 (stereo not given)
-1,COc1ccc(OC)c(-c2csc(NC(=O)CSc3ccc([N+](=O)[O-])cc3)n2)c1
3,CCCSC1=N/C(=C\C=C\c2ccco2)C(=O)S1
-3,CCOC(=O)C(C)Sc1nc(-c2ccco2)cc(C(F)(F)F)c1C#N (stereo not given)
3,Cc1ccc(S(=O)(=O)Nc2cc3c(C(=O)Nc4ccccc4)c(C)oc3c3ccccc23)cc1
5,CCc1nnc2n1N=C(c1ccc(-c3cc(Cl)ccc3Cl)o1)CS2
24,Cc1cc(C)c2nc(-c3ccccn3)cc(C(=O)Nc3ccc(S(=O)(=O)Nc4onc(C)c4C)cc3)c2c1
-8,O=C(/C=C/c1ccco1)Nc1nc(-c2ccccc2)cs1

# 30 entries already listed, arranged by formula weight, ascending:
core106 dimerization,Molecule
2,CC(=O)NNc1nc(-c2ccccc2)cs1
-1,CCCn1c(/C=C/c2ccco2)nc2ccccc21
3,CCCSC1=N/C(=C\C=C\c2ccco2)C(=O)S1
-14,Cc1cccc(-n2c(-c3ccncc3)n[nH]c2=S)c1C
37,S=c1nc(Cc2ccc(Cl)cc2)[nH]c2ccccc12
-8,O=C(/C=C/c1ccco1)Nc1nc(-c2ccccc2)cs1
-4,N#CC1=C(N)Oc2c(ccc3ccccc23)C1c1ccsc1 (stereo not given)
2,CSc1nc(N2CCOCC2)c2c3c(sc2n1)CCC3
28,Cc1cc(C(=O)OCC(=O)c2ccc(Br)s2)no1
-4,COc1ccccc1N1CCN(C(=O)c2cc(-c3ccco3)on2)CC1
20,COc1ccc2oc(C(=O)Nc3nc(-c4ccccn4)cs3)c(C)c2c1
-3,CCOC(=O)C(C)Sc1nc(-c2ccco2)cc(C(F)(F)F)c1C#N (stereo not given)
-4,COCCNC(=O)Nc1ccc2nc(-c3ccco3)c(-c3ccco3)nc2c1
5,CCc1nnc2n1N=C(c1ccc(-c3cc(Cl)ccc3Cl)o1)CS2
-1,Cc1ccc(NC(=O)CSc2nnc(-c3ccco3)c(-c3ccco3)n2)cc1
-11,Cc1ccc(S(=O)(=O)c2nc(-c3cccs3)oc2SCC(N)=O)cc1
-2,CC(/C=C1\SC(=S)N(NC(=O)c2ccc(C)cc2)C1=O)=C\c1ccccc1
0,Cn1c(SCC(=O)c2ccc3c(c2)Cc2ccccc2-3)nnc1-c1cccc(N)c1
-1,CN(C)/C=C/C(=O)/C=C/c1cn(-c2ncc(C(F)(F)F)cc2Cl)c2ccccc12
-3,O=C(N/N=C/c1cn(-c2ccccc2)nc1-c1ccc(F)cc1)c1ccc2c(c1)OCO2
-1,COc1ccc(OC)c(-c2csc(NC(=O)CSc3ccc([N+](=O)[O-])cc3)n2)c1
3,Cc1ccc(S(=O)(=O)Nc2cc3c(C(=O)Nc4ccccc4)c(C)oc3c3ccccc23)cc1
-5,Cc1ccc(-c2csc(N3CCC(NS(=O)(=O)c4ccc5c(c4)OCCO5)CC3)n2)cc1
17,CNS(=O)(=O)c1cccc(C(=O)OCC(=O)c2ccc(S(=O)(=O)N3CCCCC3)cc2)c1
-2,O=C(CSc1ccc(Cl)cc1)Nc1ccc(N2CCN(C(=O)c3ccc(Cl)cc3)CC2)cc1
7,COc1cccc(OCc2cc(/C=N/NC(=O)c3nc(Cl)c(Cl)c(N)c3Cl)ccc2OC)c1
14,Cc1cc(C)c2nc(-c3ccccn3)cc(C(=O)Nc3ccc(S(=O)(=O)Nc4cc(C)on4)cc3)c2c1
24,Cc1cc(C)c2nc(-c3ccccn3)cc(C(=O)Nc3ccc(S(=O)(=O)Nc4onc(C)c4C)cc3)c2c1
0,Cc1cc(C)c(S(=O)(=O)N2CCOC2CNC(=O)C(=O)NCCc2ccc(S(N)(=O)=O)cc2)c(C)c1 (stereo not given)
-2,CC(=O)Nc1ccc(N2C(=O)c3ccc(C(=O)Nc4nnc(SCc5ccc(F)cc5)s4)cc3C2=O)cc1

# Single entries from the list.
# Cc1cccc(-n2c(-c3ccncc3)n[nH]c2=S)c1C | core106 dimerization = -14
# CC(/C=C1\SC(=S)N(NC(=O)c2ccc(C)cc2)C1=O)=C\c1ccccc1 | core106 dimerization = -2

# (continued)
core106 dimerization,Molecule
-2,N#C/C(=C\c1ccc(Oc2ccc(C(F)(F)F)cc2[N+](=O)[O-])cc1)c1nc2ccccc2[nH]1
12,Cc1ccn2c(=O)nc(SCC(=O)N3CCC(Cc4ccccc4)CC3)nc2c1
29,Cc1ccsc1/C=C/C1=Cc2c(sc(NC(=O)CSc3n[nH]c(N)n3)c2C#N)C(C)(C)C1
46*,O=C(/C=C/c1ccc(Br)o1)OCc1nc2ccsc2c(=O)[nH]1
-2,COc1ccccc1CNC(=O)/C=C/c1ccc(Br)o1
15,CCOC(=O)C1Nc2c(F)cc(C)cc2C2C=CCC12 (stereo not given)
-3,COc1ccc2c(c1)CC/C(=C\C=C\c1ccccc1OC)C2=O
16,N#Cc1c(N)nc2c3c(sc(=N)c2c1N)NC(=O)CC3c1ccccc1 (stereo not given)
-6,COC(=O)c1sccc1NC(=O)CSc1ccccc1NS(=O)(=O)c1cc(Cl)ccc1Cl
-1,CC1=C(C(=O)Nc2ccccc2)C(c2cccs2)C(C#N)=C(SCC#N)N1 (stereo not given)
3,O=C(CSc1nc2sccc2c(=O)[nH]1)N1CCN(c2ccccc2)CC1
-28,CC(=O)c1ccc(N2CCN(C(=O)c3ccc(Cn4c(=S)[nH]c5ccc(N6CCOCC6)cc5c4=O)cc3)CC2)cc1
-6,Cc1[nH]c(C)c(C(=O)/C=C/c2ccc([N+](=O)[O-])cc2)c1C
3,Cc1ccc(S(=O)(=O)Nn2c(C)ccc2C)cc1
-10,COc1cc(/C=C/C(=O)CC(=O)/C=C/c2ccc(O)c(OC)c2)ccc1O
4,COc1ccccc1C(=O)N1CCN(c2nc3cc(C)c(C)cc3cc2C#N)CC1
-2,CCOc1ccc(NC(=O)C2CC(=O)N3CCCN=C3S2)cc1 (stereo not given)
-6,COc1ccccc1-c1cc(C(=O)N/N=C/c2ccc(C)s2)c2ccccc2n1
2,C=CCn1c(SCC(=O)NC2CCCC2)nc2scc(-c3ccco3)c2c1=O
-3,C#CCOC(=O)CCCNc1ccc([N+](=O)[O-])cc1[N+](=O)[O-]
6,COC(=O)c1c(N2C(=O)[C@H]3[C@@H](C2=O)[C@]2(C(=O)Nc4c(C)cccc42)N2CCC[C@@H]32)sc(C)c1C
4,O=S(=O)(Nc1ncnc2sc3c(c12)CCC3)c1ccc(Cl)s1
-17,Cc1nc2ccc3nc(NC(=O)c4ccco4)sc3c2s1
24,CCOc1ccc(C2C(C#N)=C(N)SC(N)=C2C#N)cc1OC
26,CCN(CC)S(=O)(=O)c1ccc(OC)c(NC(=O)Cc2cccs2)c1
